Screening data deposited in PubChem BioAssay by several laboratories.
Autophagy mod – autophagy modulation, high-content screen | MEF GFP-LC3 puncta imaging; test concentration mostly 10 µM | calls only at 10 µM (by protocol) | AID 463193 | 0.98% of 190,000 active;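 active means percentage of spot-positive cells more than 3 SD above its plate mean, without a fluorescence outlier flag or 80% toxicity; inconclusive means no clear call, values can overlap the other calls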;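 further: spot-positive cell cutoff set from DMSO-treated cells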
NS5 inhibitors – flavivirus cap methylation enzyme inhibition – biochemical, confirmation dose response, primary screen (AID 588689). Dengue-2 NS5 methyltransferase capping enzyme assay, biochemical; higher % means a stronger effect. inhibition, % at 25 µM, or IC50 in µM where a hit was titrated. 0.3% of 340,000 active; in the data active means a potency from the dose series; inconclusive means inhibition above about 29% without an active follow-up result
LYP inhibition – PTPN22 lymphoid phosphatase activity blockers – biochemical, fluorescence intensity, uHTS (AID 1779). inhibition, % at 11.5 µM; hits with a dose series show IC50 in µM. 0.054% of 290,000 active. recombinant LYP phosphatase, fluorescence intensity; higher % means a stronger effect; in the data active means inhibition above about 50%;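 further: plate controls were vehicle with enzyme for no effect and no enzyme for full effect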
AID2073 – disruptors of CaV2.2 binding to Mint1 – biochemical, HTRF (AID 2073) | HTRF protein-protein interaction, Mint1-CaV2.2; higher % means a stronger effect | inhibition, % at 20 µM; hits with a dose series show IC50 in µM | 0.19% of 290,000 active; in the data active means inhibition mostly above about 51%, no sharp cut-off; inconclusive means no clear call, values can overlap the other calls; inactive means mostly below about 53%; further: some results filed as inactive read as strong as hits
NTR1 ag – agonists of NTR1, primary screen, imaging, U2OS cells, beta-arrestin-GFP, high content (AID 493036); NTR1-U2OS beta-arrestin-GFP spot imaging, agonist mode; activation, % at 20 µM; 0.17% of 330,000 active;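 active means activation at or above 40% of the spot to cytoplasm intensity ratio, with at least 20 cells analyzed; inconclusive means wells under 20 cells, flagged as cytotoxic or low count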;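 further: 0% = DMSO without peptide and 100% = 100 nM NTR1 peptide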
Target sequence (P30989 whole entry, looked up): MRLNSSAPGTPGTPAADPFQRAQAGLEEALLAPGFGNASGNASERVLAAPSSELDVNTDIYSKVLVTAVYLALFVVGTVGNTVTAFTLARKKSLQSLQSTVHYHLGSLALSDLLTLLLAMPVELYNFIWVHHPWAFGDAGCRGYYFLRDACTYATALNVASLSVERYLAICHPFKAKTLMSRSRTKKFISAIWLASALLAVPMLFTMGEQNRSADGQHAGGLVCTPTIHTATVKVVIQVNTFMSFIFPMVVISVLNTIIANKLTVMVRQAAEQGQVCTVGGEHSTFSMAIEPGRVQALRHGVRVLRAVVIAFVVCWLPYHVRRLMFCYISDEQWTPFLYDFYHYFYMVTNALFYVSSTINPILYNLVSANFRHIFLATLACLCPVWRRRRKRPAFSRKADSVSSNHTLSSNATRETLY
GPR35 antagonists – inhibition of zaprinast-stimulated GPR35 beta-arrestin translocation – imaging, U2OS, beta-arrestin-GFP, zaprinast agonist, primary screen (AID 2058). U2OS GPR35 beta-arrestin-GFP translocation imaging, zaprinast antagonism; higher % means a stronger effect. one-dose inhibition, % at 10 µM; IC50 in µM for titrated hits. 0.052% of 290,000 active;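 active means inhibition of at least 50% with at least 30 cells and total cytoplasm GFP at most 10,000,000; inconclusive means under 30 cells or total GFP of 10,000,000 plus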
UTI89 phage lysis – protection from phage-mediated lysis, alamar blue read-out – E. coli UTI89, K1F phage, bacterial capsule biogenesis inhibitors (AID 488966); E. coli UTI89 K1F phage lysis, alamar blue, 2 h; higher % means a stronger effect; inhibition, % at 100 µM; hits with a dose series show IC50 in µM; 0.02% of 340,000 active;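 active means phage lysis inhibition, versus mean bacterial control, above a set limit; inconclusive means no clear call, values can overlap the other calls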;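 further: capsule biogenesis inhibitors block K1F phage lysis so surviving cells raise fluorescence; higher fluorescence means more inhibition of phage lysis; actives were called in the ten point dose series up to 300 µM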
WT yeast gro inh – growth inhibition of WT yeast, mitochondrial fusion screen | inhibition, % at 10 µM | 2.1% of 190,000 active | mitochondrial fusion phenotypic screen, WT strain; in the data active means inhibition above about 58%; tested in S. cerevisiae
RSV antiviral HEp-2 – RSV antiviral activity via CPE protection, HEp-2 cells, primary 10 µM value included (AID 2391); HEp-2 cells, RSV-induced CPE inhibition; higher % means a stronger effect; CPE inhibition, % at 10 µM, or IC50 in µM where a hit was titrated; 0.13% of 310,000 active; in the data active means a potency from the dose series; inconclusive means CPE inhibition mostly from about 23% at the one dose, without a potency; inactive means the rest, 99 in 100 with CPE inhibition below about 21%; further: strong numbers were not always called active
WT yeast gro inh mutant strain – also measured in WT yeast gro inh; calls as there; inhibition, %; mitochondrial fusion phenotypic screen, mutant strain inhibition
Autophagy mod cell loss 18 h – second read-out of Autophagy mod, no call of its own (marks repeat the call); toxicity, %; measured here: cell loss, nuclei count;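 cell loss after 18 h compound exposure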
NTR1 ag cell count 20 µM – also measured in NTR1 ag; calls as there; cell count; measured here: cell count, cytotoxicity flag
NS5 inhibitors pilot replicate – further read-out of NS5 inhibitors, marked with its call; inhibition, %; measured here: pilot screen replicate inhibition
An asterisk follows results filed as active; i = inactive; ? = inconclusive; · = no result given; [ ] = dose if it differs, or a comment.

SMILES | Autophagy mod | Autophagy mod cell loss 18 h | NS5 inhibitors | LYP inhibition | AID2073 | NTR1 ag | NTR1 ag cell count 20 µM | GPR35 antagonists | UTI89 phage lysis | WT yeast gro inh | WT yeast gro inh mutant strain | RSV antiviral HEp-2 | others
Cc1cccc(NC(=S)NNC(=O)c2nn(C)cc2Cl)c1 | i | 12.2 | -14.4% | -4.6% | -18.9% | -3.9 | 72 | 12.5% | -0.1% | -3.9 | 10.0 | 0.4%
CNC(=O)COc1ccc(Nc2nnc(-c3ccc(C)c(S(N)(=O)=O)c3)c3ccccc23)cc1 | · | · | -9.8% | -4.9% | -14.8% | 0.2 | 103 | 0.1% | 0.3% | · | · | -0.8%
C=CCOc1c(Br)cc(CNn2cn[nH]c2=S)cc1OC | i | 8.2 | -8.5% | -6.3% | -2.2% | 0.6 | 53 | -11.3% | -0.1% | 10.3 | 7.9 | 2.6%
Cc1nc2c(sc3nc4c(cc32)COC(C)(C)C4)c(=O)n1CC(=O)NCc1ccco1 | i | 31.1 | -4.8% | · | · | · | · | · | 0.7% | -3.2 | 6.4 | 1.7%
O=C(COc1ccccc1/C=C1\SC(=O)NC1=O)Nc1ccccc1 | i | -4.5 | 13.5% | 0.4% | 25.6% | -1.1 | 67 | -12.1% | 0.0% | -1.4 | 24.5 | ?
CC(C)(C)c1cc(C(=O)NN)n(Cc2ccc(Cl)cc2Cl)n1 | · | · | 1.6% | 3.4% | ? | 2.9 | 46 | 3.7% | 0.4% | · | · | 2.2%
CCc1ccc(NS(=O)(=O)c2cc3c(cc2C)n(C)c(=O)c(=O)n3C)cc1 | · | · | -2.2% | -3.3% | 6.1% | 0.9 | 62 | -6.9% | 5.2% | · | · | 4.9%
Cc1cc(C)cc(NC(=O)CN(c2ccc(F)cc2)S(C)(=O)=O)c1 | i | -2.4 | 0.0% | -5.0% | 4.0% | 0.3 | 40 | 1.1% | -0.3% | -2.0 | -1.2 | -0.7%
CN1CCN(c2ccc(Cl)cc2NC(=O)c2ccc(S(=O)(=O)N3CCCCCC3)cc2)CC1 | i | 36.2 | 4.0% | -0.5% | -6.8% | 1.0 | 85 | -4.0% | 0.0% | 5.6 | 3.2 | 2.2%
CCOC(=O)N1CCN(C(=O)Nc2ccccc2Cl)CC1 | i | 11.2 | -2.8% | -8.4% | 8.2% | -0.7 | 42 | -7.5% | 0.5%[50 µM] | -6.4 | 1.6 | 3.6%
COCCCN1CC(=O)N2C(c3ccc(C)cc3)c3[nH]c4ccccc4c3C[C@H]2C1=O (some centres undefined) | · | · | -0.7% | -10.3% | 14.7% | -0.1 | 98 | -3.1% | 0.0%[50 µM] | · | · | 4.6%
O=S(=O)(Cc1ccccc1)N1CCN(c2ncccn2)CC1 | · | · | -9.0% | -4.3% | 7.7% | -1.0 | 42 | 14.3% | 0.1% | · | · | 2.6%
COCCn1c(SCC(=O)N2CCCCC2)nc2ccccc2c1=O | i | 5.5 | -0.8% | 0.7% | -6.5% | -1.0 | 47 | 22.3% | -0.1% | 7.2 | 15.6 | -1.1%
CC1CN(c2nc3ccccc3nc2C(C#N)C(=O)OC2CCCCC2)CC(C)O1 (centres undefined) | i | -0.3 | -14.3% | 1.5% | 27.3% | -0.4 | 71 | 2.5% | 1.6% | 59.6* | 28.4* | ? | NS5 inhibitors pilot replicate=-1.4
CCCn1c(C(CO)Nc2nc(-c3cccc(Br)c3)cs2)nc2ccccc21 (centres undefined) | · | · | -5.2% | -10.7% | -17.8% | 17.1 | 39 | 1.7% | 0.0% | · | · | -4.1%
Clc1cc(Cl)c(OCc2nc(-c3ccccn3)no2)cc1Cl | i | 30.0 | 0.8% | -1.3% | -1.4% | 5.6 | 83 | 8.7% | 0.3% | 10.4 | -19.2 | 3.3%
Cn1cc([N+](=O)[O-])c(C(=O)NC2CCCCCC2)n1 | · | · | -2.9% | -2.7% | 23.3% | 0.8 | 57 | -3.9% | 0.1% | · | · | 0.6%
COCc1ccc(CN2CCCCC2C(=O)Nc2ccc(Oc3ccccc3)nc2)o1 (centres undefined) | · | · | 1.6% | -2.6% | 2.0% | 3.6 | 64 | 6.5% | 0.0% | · | · | 3.1%
O=C(CSc1nc2ccccc2s1)N/N=C/c1ccco1 | i | 1.1 | -1.3% | -1.3% | -1.3% | 3.8 | 75 | -5.1% | 1.6%[50 µM] | -7.0 | -7.7 | 0.6%
CCc1ccc(NC(=O)Nn2cnnc2)cc1 | · | · | -1.9% | -9.9% | -8.6% | 0.4 | 82 | 4.6% | -0.1% | · | · | -0.1%
Cc1c(C)n(CC(O)CN2CCN(C)CC2)c2ccccc12 (centres undefined) | · | · | -6.2% | -8.2% | 33.4% | -0.4 | 51 | -7.9% | 0.5% | · | · | -0.2%
Cc1cc(N2CCCCC2)c(F)cc1[N+](=O)[O-] | i | 12.4 | -9.6% | -1.3% | ? | 1.4 | 46 | -9.8% | 1.3% | -6.0 | -38.8 | 2.6%
Cc1ccc(C(=O)NC2CCCCCCC2)c(Cl)c1 | · | · | -3.4% | -8.0% | -3.3% | -0.1 | 61 | -0.4% | 0.3% | · | · | 2.2%
COCCN(Cc1nc(C(c2ccccc2)c2ccccc2)no1)C(C)C | · | · | 10.8% | -11.4% | -7.4% | 0.3 | 66 | 8.1% | -1.0% | · | · | 0.3%
CCOc1ccc(N(CC(=O)NC2CC3CCC2C3)S(=O)(=O)c2ccc(C)cc2)cc1 (centres undefined) | · | · | -5.2% | -7.6% | 4.6% | 3.1 | 44 | -11.1% | -0.3%[50 µM] | · | · | 3.2%
CC1=C(C(=O)N2CCOCC2)C(c2c(F)cccc2F)NC(=O)N1 (centres undefined) | i | 29.8 | -0.7% | 2.5% | -5.2% | -1.2 | 36 | 0.9% | -1.8% | -9.2 | -2.1 | -1.5%
CCOC(=O)N1CCN(C(=O)CCCN2C(=O)CSc3nc(C)cc(C)c32)CC1 | i | 17.7 | -5.5% | -8.8% | 2.8% | -1.9 | 29 | -4.2% | 3.1% | 5.5 | -10.1 | 1.6%
O=[N+]([O-])c1ccc(CNC2CCCc3ccccc32)cc1 (centres undefined) | i | 2.0 | 1.4% | -6.0% | -4.8% | 0.6 | 35 | -15.7% | -3.8% | 9.0 | 9.2 | 2.5%
Cc1ccc2oc(=O)c3cnn(CC(=O)N(Cc4ccco4)C4CCCCC4)c3c2c1 | i | 19.3 | -2.8% | 0.5% | 1.7% | 9.9 | 60 | -2.5% | -1.9% | 7.2 | -24.8 | -0.4%
COc1cccc(-c2cn3nc(C)c(C)nc3n2)c1 | i | -12.0 | -13.6% | -0.7% | 12.4% | -0.2 | 51 | 11.1% | 0.1% | 27.4 | 13.2 | 0.2%
CC1(C)NC(=O)N(CC(O)COc2cc3ccccc3cc2C(=O)N2CCCCC2)C1=O (centres undefined) | i | 2.6 | -9.7% | -3.4% | -2.0% | 1.5 | 56 | -11.7% | 0.3% | -3.6 | 1.7 | 1.4%
Cn1c(CNC(=O)c2ccco2)nnc1SCC(=O)Nc1cccc(F)c1 | i | 18.1 | -11.1% | 1.2% | -3.7% | 0.1 | 66 | 3.7% | 0.0% | -24.7 | -10.6 | 2.7%
O=C1C2CCCN2C(c2ccccc2)N1c1ccc(F)cc1 (centres undefined) | i | 19.8 | -2.9% | -3.5% | -8.2% | 2.0 | 45 | -2.5% | 3.8% | 5.0 | 6.3 | -0.1%
CCOc1ccc2cc(/C=C/C(=O)c3ccco3)c(Cl)nc2c1 | i | -1.4 | -13.7% | -0.8% | 25.5% | 0.4 | 91 | 1.6% | 0.4% | 3.0 | 8.4 | 52.2%
O=C(NC1CCN(Cc2ccccc2Cl)CC1)c1ccccc1 | · | · | -10.6% | -9.2% | 14.7% | -0.3 | 125 | -6.8% | 0.3% | · | · | 0.1%
Cc1c(C(=O)NC2CCCc3ccccc32)oc2ccccc12 (centres undefined) | i | -8.6 | -3.2% | 1.6% | 4.2% | -0.2 | 74 | -0.8% | 1.5% | 38.8 | 42.0 | 13.4%
C/C(CC(=O)Nc1ccc2c(c1)OCCO2)=N\NC(=O)COc1ccccc1C | · | · | -1.7% | -5.8% | -0.4% | -1.3 | 39 | 13.4% | -0.2% | · | · | 0.5%
COCCCNC(=O)Cn1nnc(-c2ccc(NC(=O)c3ccc(F)cc3)cc2)n1 | i | 7.9 | 6.1% | -3.2% | 25.2% | 0.3 | 50 | -2.2% | 4.8% | 9.3 | 3.5 | 1.2%
CCOc1ccc(Nc2cc(=O)[nH]c(=O)[nH]2)cc1 | · | · | · | -5.4% | 4.3% | 0.4 | 68 | 7.6% | 0.2% | · | · | 0.3%
COc1ccc(Cl)cc1NC(=O)NNC(=O)c1ccccn1 | · | · | -6.0% | -1.8% | 4.4% | 0.2 | 53 | 5.0% | 0.2% | · | · | 1.4%
CCOC(=O)C1=C(C)NC(C)=C(C(=O)OCC)C1c1ccco1 | · | · | 3.9% | 3.7% | 10.2% | 1.1 | 41 | -7.8% | -1.5% | · | · | ·
CCOC(=O)c1ccccc1NC(=O)CSc1nnc(COc2ccccc2)n1CC | i | 0.7 | 3.1% | -3.8% | 2.1% | 2.8 | 63 | 1.9% | -0.1% | 18.4 | 11.0 | 0.2% | NS5 inhibitors pilot replicate=-5.2
Cc1c(NCc2ccccc2O)c(=O)n(-c2ccccc2)n1C | · | · | 2.3% | -8.9% | -23.2% | -0.5 | 67 | 3.8% | 1.0% | · | · | 1.7%

4 compounds from above, sorted by formula weight, high to low:
SMILES | Autophagy mod | Autophagy mod cell loss 18 h | NS5 inhibitors | LYP inhibition | AID2073 | NTR1 ag | NTR1 ag cell count 20 µM | GPR35 antagonists | UTI89 phage lysis | WT yeast gro inh | WT yeast gro inh mutant strain | RSV antiviral HEp-2 | others
CCOC(=O)N1CCN(C(=O)CCCN2C(=O)CSc3nc(C)cc(C)c32)CC1 | i | 17.7 | -5.5% | -8.8% | 2.8% | -1.9 | 29 | -4.2% | 3.1% | 5.5 | -10.1 | 1.6%
COCCCNC(=O)Cn1nnc(-c2ccc(NC(=O)c3ccc(F)cc3)cc2)n1 | i | 7.9 | 6.1% | -3.2% | 25.2% | 0.3 | 50 | -2.2% | 4.8% | 9.3 | 3.5 | 1.2%
O=C(NC1CCN(Cc2ccccc2Cl)CC1)c1ccccc1 | · | · | -10.6% | -9.2% | 14.7% | -0.3 | 125 | -6.8% | 0.3% | · | · | 0.1%
Cc1c(C(=O)NC2CCCc3ccccc32)oc2ccccc12 (centres undefined) | i | -8.6 | -3.2% | 1.6% | 4.2% | -0.2 | 74 | -0.8% | 1.5% | 38.8 | 42.0 | 13.4%
